# Screening results as filed in PubChem.
# AmpC no deterg = qHTS Inhibitors of AmpC Beta-Lactamase (assay without detergent) | P00811 | AmpC nitrocefin hydrolysis, absorbance 480 nm, 0.0001% Triton | Potency, µM (titrated, usually from 57.1 µM), for the others: at the top dose activity change, negative = inhibition, actives largely listed as inhibitors | 330,000 compounds, 0.52% hits | AID 485341, 2010;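 also: potency is read from the fitted curve at half-maximal effect; plate controls were no compound for no effect and no enzyme for full effect; nearly all actives have a fitted effect of over 20% in size; some results filed as inactive show a strong effect at the top dose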
# Target sequence (P00811 whole entry, looked up): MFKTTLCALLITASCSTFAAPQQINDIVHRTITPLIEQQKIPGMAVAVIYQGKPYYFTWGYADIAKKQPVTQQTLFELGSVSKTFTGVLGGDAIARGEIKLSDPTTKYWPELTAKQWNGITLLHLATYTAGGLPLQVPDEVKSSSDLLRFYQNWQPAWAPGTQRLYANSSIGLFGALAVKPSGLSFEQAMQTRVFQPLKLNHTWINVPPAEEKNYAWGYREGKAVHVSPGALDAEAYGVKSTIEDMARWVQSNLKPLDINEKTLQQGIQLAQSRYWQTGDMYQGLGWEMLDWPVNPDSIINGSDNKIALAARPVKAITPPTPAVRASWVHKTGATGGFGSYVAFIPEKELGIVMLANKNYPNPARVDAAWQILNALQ
#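 20 mM phosphate pH 7.0 + 0.01% (detergent screen) or 0.0001% Triton X-100; 5.3 nM AmpC reagent; cpd preinc 15 min RT; nitrocefin (800 uM stock) to start; A480 q20 s × 4 min; Activity was normalised to no-enzyme and no-compound control wells.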
# HCMV inh = qHTS Assay for inhibitors of the human cytomegalovirus (HCMV); HFF cells, HCMV-luciferase reporter, 72 h; hits give low values; activity change, negative = inhibition, % at 57.5 µM; 410,000 compounds, 4.5% hits; AID 1259415, 2018; in the data active = activity change below about -60%; inconclusive = no clear call, values can overlap the other calls; inactive = above about -39%
#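 After 16 h attachment at 37C, HFF cells received test compound and HCMV-luciferase (1 PFU/cell); reporter luminescence read 72 h later, data normalized against buffer-only and known inhibitor Salinomycin.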
# LmPK inhibitor = qHTS Assay for Inhibitors of Leishmania Mexicana Pyruvate Kinase (LmPK); Q27686; purified LmPK, Kinase-Glo ATP luminescence, 1 h; Potency, µM (top dose mostly 57.5 µM), inactives show top-dose activity change, negative = inhibition, usual class: inhibitors; 290,000 compounds, 0.37% hits; also: potency is read from the fitted curve at half-maximal effect
# Target sequence (Q27686 whole entry, looked up): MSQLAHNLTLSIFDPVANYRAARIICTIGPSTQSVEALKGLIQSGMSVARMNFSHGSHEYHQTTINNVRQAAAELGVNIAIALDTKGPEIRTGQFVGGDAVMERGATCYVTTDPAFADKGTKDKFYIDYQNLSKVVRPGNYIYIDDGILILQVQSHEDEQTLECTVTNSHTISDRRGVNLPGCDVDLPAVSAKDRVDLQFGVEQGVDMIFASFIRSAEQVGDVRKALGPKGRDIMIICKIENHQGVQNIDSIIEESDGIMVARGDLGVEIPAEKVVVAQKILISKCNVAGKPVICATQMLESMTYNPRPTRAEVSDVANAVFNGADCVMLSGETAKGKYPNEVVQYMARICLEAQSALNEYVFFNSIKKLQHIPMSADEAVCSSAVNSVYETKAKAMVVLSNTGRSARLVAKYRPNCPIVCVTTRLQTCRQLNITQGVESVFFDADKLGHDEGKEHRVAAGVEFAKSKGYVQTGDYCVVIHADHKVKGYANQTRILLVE
#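 Screened at intermediate enzyme activity to detect both inhibitors and activators: LmPK at 0.1 nM, with a 0.5 nM enzyme column as activation reference. PEP 0.5 mM, ADP 0.1 mM; ATP detected by luminescence after 1 h.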
# AmpC inh detg = qHTS Inhibitors of AmpC Beta-Lactamase (assay with detergent) | P00811 | AmpC hydrolysis of nitrocefin, absorbance 480 nm, 0.01% Triton | Potency, µM (series often up to 114 µM), for inactives: at the highest dose activity change, negative = inhibition, hits mostly inhibitors | 370,000 compounds, 0.041% hits | AID 485294, 2010;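 also: potency is read from the fitted curve at half-maximal effect; 0% = no-compound wells and -100% = no-enzyme wells; nearly all actives have a fitted effect of over 25% in size; some results filed as inactive show a strong effect at the top dose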
#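 AmpC (5.3 nM in the dispensed reagent) in 20 mM phosphate pH 7.0 with 0.01% (detergent screen) or 0.0001% Triton X-100 was preincubated with compounds for 15 min at room temperature. Nitrocefin was then added from an 800 uM solution, and hydrolysis was followed at 480 nm.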
# Tb PYK inh = qHTS of Trypanosoma Brucei Inhibitors. pyruvate kinase (Trypanosoma brucei), Q57TT1. TbPYK enzyme, Kinase-Glo Plus ATP luminescence, 45 min. Potency, µM (titrated, usually from 76.8 µM), for the others: top-dose activity, negative = inhibition, usual class: inhibitors. 410,000 compounds, 0.12% hits; also: potency is read from the fitted curve at half-maximal effect; nearly all actives have a fitted effect of over 50% in size
#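 Luminescence from Kinase-Glo Plus, added after a 45-minute room-temperature reaction, served as the end-point read-out. The enzyme and substrate were preincubated with compound before ADP (130 uM final) initiated turnover. Concentration-effect curves came from normalized qHTS data.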
# AMA1 RON2 block = qHTS for Inhibitors of AMA1-RON; Towards Development of Antimalarial Drug Lead: Primary Screen; AID 720542, 2013; Plasmodium falciparum AMA1 (3D7) - RON2 peptide interaction; 360,000 compounds, 0.2% hits; AlphaScreen AMA1-biotinylated RON2 peptide binding; Potency, µM (series often up to 58.2 µM), inactives show at the top dose activity change, negative = inhibition, usual class: inhibitors;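 also: potency is read from the fitted curve at half-maximal effect; 0% = vehicle wells and -100% = peptide control; nearly all actives have a fitted effect of over 45% in size; some results filed as inactive show a strong effect at the top dose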
#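 AMA1 (3D7) with his tag at 25 nM final met compounds first, then biotinylated RON2 peptide at 25 nM; detection used donor plus acceptor beads, 10 µg/mL apiece, read by AlphaScreen after 30 min at room temperature.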
# Sm TGR block = qHTS Assay for the Inhibitors of Schistosoma Mansoni Peroxiredoxins. purified TGR, DTNB reduction, TNB absorbance 405 nm. Potency, µM (series often up to 114 µM), for inactives: at the highest dose activity change, negative = inhibition, most hits filed as inhibitors. 360,000 compounds, 3% hits; also: potency is read from the fitted curve at half-maximal effect; nearly all actives have a fitted effect of over 60% in size
#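 TGR 20 nM + NADPH 100 uM (dispensed conc.), cpd preinc 15 min RT; start with NADPH (500 uM addition) then DTNB (15 mM addition). Kinetic TNB absorbance, 405 nm filter. Four-parameter Hill fit across titration.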
# * hit, by the source's call; ? = inconclusive; nt = not tested or not shown; & = joins results of further samples; [ ] = dose if it differs, or a comment. Unless noted, calls follow the shape of the dose curve; as a rule, active = well fitted curve in the direction sought with a large enough effect; inconclusive = small, poorly fitted or top-dose-only effect, or another doubt; inactive = no such curve, though single readings can be large; an effect the other way counts as inactive or inconclusive. Unless noted, % is scaled to controls: 0 for no effect and ±100 for the full control effect.
# Sample of the layout (9 entries):
nr	compound	HCMV inh	AmpC inh detg	AmpC no deterg	Sm TGR block
1	COc1cccc(C(=O)Nn2c(-c3cccs3)nc3ccccc3c2=O)c1OC	-6	-5%	-8%	3%
2	COc1ccc(CN(Cc2ccco2)S(=O)(=O)c2ccc(S(=O)(=O)N3CCCC3)cc2)cc1	-62*	1%	-7%	-2%
3	CC[N+](CC)(CC)CCC(O)(c1ccccc1)C1CCCCC1 (stereo not given)	-24	?	-4%	-4%
4	COc1ccc(C(=S)N2CCOCC2)cc1OC(=O)c1ccc([N+](=O)[O-])cc1	20	0%	49%	6%
5	COCc1cc(N2CCOCC2)nc(SCc2ccc(Cl)cc2)n1	-12	12%	137%[activator]	-3%
6	CC(C)C(=O)Nc1nnc(CCN2CCOCC2)s1	15	?	-13%	4%
7	O=C(OCc1cccc2ccccc12)C1CC(=O)N(c2ccccc2)C1 (stereo not given)	-4	?	0%	-15%
8	O=C(NCc1ccccc1)/C(=C\c1ccc(O)cc1)NC(=O)c1ccco1	-33	3%	3%	2%
9	O=C(CSc1ncnc2c1oc1ccccc12)OCc1ccccc1	0	?	-4%	5%

nr	LmPK inhibitor	AMA1 RON2 block	Tb PYK inh
1	1%	-6%	-12%
2	3%	1%	-2%
3	nt	1%	0%
4	-7%	-19%	1%
5	12%	26%	-4%
6	-8%	23%	-4%
7	1%	5%	5%
8	4%	-4%	-4%
9	0%	17%	-3%

# The list itself, from the start:
nr	compound	HCMV inh	AmpC inh detg	AmpC no deterg	Sm TGR block
1	COc1cccc(C(=O)Nn2c(-c3cccs3)nc3ccccc3c2=O)c1OC	-6	-5%	-8%	3%
2	COc1ccc(CN(Cc2ccco2)S(=O)(=O)c2ccc(S(=O)(=O)N3CCCC3)cc2)cc1	-62*	1%	-7%	-2%
3	CC[N+](CC)(CC)CCC(O)(c1ccccc1)C1CCCCC1 (stereo not given)	-24	?	-4%	-4%
4	COc1ccc(C(=S)N2CCOCC2)cc1OC(=O)c1ccc([N+](=O)[O-])cc1	20	0%	49%	6%
5	COCc1cc(N2CCOCC2)nc(SCc2ccc(Cl)cc2)n1	-12	12%	137%[activator]	-3%
6	CC(C)C(=O)Nc1nnc(CCN2CCOCC2)s1	15	?	-13%	4%
7	O=C(OCc1cccc2ccccc12)C1CC(=O)N(c2ccccc2)C1 (stereo not given)	-4	?	0%	-15%
8	O=C(NCc1ccccc1)/C(=C\c1ccc(O)cc1)NC(=O)c1ccco1	-33	3%	3%	2%
9	O=C(CSc1ncnc2c1oc1ccccc12)OCc1ccccc1	0	?	-4%	5%
10	COc1cccc(C2C(C(=O)Nc3ccc(Cl)cc3)=C(C)Nc3c(C(=O)Nc4ccccc4)cnn32)c1OC (stereo not given)	-11	-7%	nt	0%
11	CCOC(=O)N1CCN(C(=O)c2ccc3c(Cl)c4c(nc3c2)CCCC4)CC1	?	2%	155%[activator]	-31%
12	CNC(=O)C(C)Sc1ccc(S(=O)(=O)N2CCOCC2)cn1 (stereo not given)	-21	4%	-12%	2%

nr	LmPK inhibitor	AMA1 RON2 block	Tb PYK inh
1	1%	-6%	-12%
2	3%	1%	-2%
3	nt	1%	0%
4	-7%	-19%	1%
5	12%	26%	-4%
6	-8%	23%	-4%
7	1%	5%	5%
8	4%	-4%	-4%
9	0%	17%	-3%
10	nt	nt	-5%
11	0%	-10%	-7%
12	nt	0%[11.6 µM]	-5%

nr	compound	HCMV inh	AmpC inh detg	AmpC no deterg	Sm TGR block
13	Cc1cc2c(cc1S(=O)(=O)CCC(=O)NCc1ccccc1)OCC(=O)N2	11&3	?	-14%	2%&0%
14	O=C(NCc1ccco1)c1cc(-c2cccc(Cl)c2)on1	8	3%	-13%	4%
15	O=C(Nc1nnc(CCN2CCCCC2)s1)C1CCCCC1	-23	-2%	-14%	1%
16	Cc1ccc(C(=O)NC(=S)NCc2ccccc2)cc1Br	-2	nt	nt	nt
17	COc1ccc(C(=O)NC(=S)Nc2ccc(CN3CCCCC3)cc2)cc1Cl	?	-1%	-8%	40µM*
18	C=CCc1cc(Cl)ccc1OCCOCCN(C)C	?	-6%	21%	1%
19	CCOC(=O)c1cc(S(=O)(=O)N2CCN(Cc3ccccc3)CC2)cn1C	4	-13%	75%[activator]	10%
20	COC(=O)c1ccc(COn2c(=O)c(C)[n+]([O-])c3ccccc32)cc1	-11	?	-8%	2%
21	COCCCNCC#CCOc1ccc(OC)cc1	-26	1%	-8%	nt
22	Cc1c(C)n2c(SCC(=O)N3CCCC3)nnc2[nH]c1=O	-38	-20%	-27%	-6%
23	O=C(CCNc1ccc(F)c(Cl)c1)c1ccco1	-29	-5%	-23%	8.9µM*
24	Cc1cccnc1NC(=O)Nc1cccs1	8	-17%	-34%	-23%

nr	LmPK inhibitor	AMA1 RON2 block	Tb PYK inh
13	-1%	-2%	3%&-2%
14	4%	3%	-2%
15	0%	0%	5%
16	nt	37%[activator]	4%
17	0%	3%	1%
18	-9%	3%	30%
19	-9%	-7%	-1%
20	9%	-5%	nt
21	1%	6%	3%
22	nt	-8%	1%
23	-3%	24%	2%
24	-2%	0%	1%

nr	compound	HCMV inh	AmpC inh detg	AmpC no deterg	Sm TGR block
25	C=CCNC(=O)c1c(CS(=O)(=O)c2ccccc2)noc1C(=O)NCc1ccccc1	2	-12%	-30%	-6%
26	Cc1ccc(NC(=O)c2ccc(Cl)c(S(=O)(=O)NCC3CCCO3)c2)c(O)c1 (stereo not given)	-9	2%	-43%	-12%
27	CCc1ccc(CN2CCC(n3nccc3NC(=O)c3cccc(F)c3)CC2)cc1	-15	-11%	95%[activator]	-2%
28	CCN1CCN(C(=O)c2ccc3c(c2)N(Cc2ccc(F)cc2)C(=O)c2ccccc2S3(=O)=O)CC1	-12	-11%	nt	1%
29	COC(=O)C(NC(=O)c1ccc(C)cc1)(Nc1cccc(C)n1)C(F)(F)F (stereo not given)	1	-7%	2%	5%
30	Cc1cc(C)c2c(N)c(C(=O)c3ccc(Br)cc3)oc2n1	14	7%	-2%	?
31	CC1=CC(=C(C#N)c2nc3ccccc3s2)C=C(C)N1c1ccc(F)cc1F	-65*	-3%	-7%	-2%
32	Cn1nc(-c2ccc(N3CCN(CCO)CC3)c([N+](=O)[O-])c2)c2ccccc2c1=O	5	2%	12%	6%[57.1 µM]
33	CCOC(=O)CSc1ncnc2c(C(=O)OCC)c3n(c12)CCC3	26	4%	-11%	-2%
34	COc1cccc(C2NC(c3cccc(OC)c3O)C(C)C(=O)C2C)c1O (stereo not given)	-4	2%	4%	15%
35	Cc1c(C(=O)N2CCC3(CC2)OCCO3)sc2ncnc(N(C)c3ccccc3)c12	?	?	69%[activator]	1%
36	Cc1cc(C(=O)C(C)OC(=O)c2ccc(NC(=O)CC#N)cc2)c(C)n1-c1ccc(OC(F)F)cc1 (stereo not given)	?	12%	-29%	7%

nr	LmPK inhibitor	AMA1 RON2 block	Tb PYK inh
25	nt	-1%	3%
26	-7%	-4%	3%
27	-4%	-2%	1%
28	nt	nt	-3%
29	8%	8%	-5%
30	5%	14%	6%
31	1%	-12%	9%
32	-3%	12%	-8%
33	-3%	-11%	-7%
34	-1%	31%[activator]	1%
35	3%	-1%	-1%
36	nt	27%[11.6 µM]	5%

nr	compound	HCMV inh	AmpC inh detg	AmpC no deterg	Sm TGR block
37	CCC(=O)N(CCc1ccccc1)Cc1cc2cc(C)ccc2[nH]c1=O	-8	-14%	-6%	?
38	O=c1[nH]snc1N1CCOCC1	56	-8%	-12%	5%
39	O=C(Nc1cccc(Cl)c1)c1cnccn1	106	-14%	-21%	-3%
40	O=C(COC(=O)CCSc1ccccc1Cl)NCc1ccco1	-13	-4%	-5%[2.29 µM]	40µM*
41	CCOC(=O)c1cnn(-c2ccc(C(=O)Nc3cccc(C(C)=O)c3)cc2)c1N	7	12%	nt	4%
42	O=C1c2cccc(OCC(=O)N3CCCc4ccccc43)c2CCN1Cc1ccccc1	-15	4%	9%	-25%
43	CC(=O)c1sc(NC(=O)C2CCN(C(=O)c3ccccc3C)CC2)nc1-c1ccccc1	-39	-8%	158%[activator]	-12%
44	COc1cc(/C=N/NC(=O)c2cnccn2)cc(OC)c1OC	34	0%	-22%	0%
45	CC(C)CC(N)c1csc(NC(=O)Nc2ccccc2-c2ccccc2)n1 (stereo not given)	-6	nt	nt	nt
46	CN(C)CCNc1ncnc2c1ncn2[C@H]1CN(C)C[C@@H](CO)O1	-8	nt	nt	nt
47	COc1ccc(C2C=C(C34CC5CC(CC(C5)C3)C4)NC(=S)N2)cc1OC (stereo not given)	77	-14%	-34%	-2%
48	CCOC(=O)c1cccc(NC(=O)CSc2nncn2-c2ccccn2)c1	-1	-6%	-14%	-19%

nr	LmPK inhibitor	AMA1 RON2 block	Tb PYK inh
37	13%	9%	-2%
38	0%	4%	-1%
39	8%	9%	-4%
40	1%	-3%	3%
41	nt	nt	-6%
42	1%	-4%	-7%
43	nt	-12%	4%
44	-4%	42%[activator]	2%
45	nt	60%[activator]	-1%
46	nt	14%	5%
47	-1%	15%	-18%
48	-2%	7%	3%

nr	compound	HCMV inh	AmpC inh detg	AmpC no deterg	Sm TGR block
49	O=C(NC1CCCCC1c1ccccc1)c1ccccc1 (stereo not given)	41	nt	nt	nt
50	COC(=O)c1cccc(S(=O)(=O)N2CCN(c3nc4ccccc4s3)CC2)c1	nt	-1%	-1%	13%
51	CC(=O)CCCCn1cnc2c1c(=O)n(C)c(=O)n2C	nt	5%	-13%	7%
52	O=c1c2cc3ccccc3n2cnn1Cc1ccccc1F	9	0%	-19%	9%
53	CCOc1ccc(-c2cnc(NCc3ccc(C(F)(F)F)cc3)n2C)cc1	-2	3%	nt	0%

nr	LmPK inhibitor	AMA1 RON2 block	Tb PYK inh
49	nt	17%	0%
50	1%	6%	3%
51	8%	nt	nt
52	5%	92%[activator]	-5%
53	nt	nt	0%
